pAkt inh: inhibitors of Akt phosphorylation. Neuro2A IGF-stimulated pAkt S473 HTRF, 20 min; hits give low values. activity change, % for hits at 50 µM. 360,000 compounds, 0.32% hits. AID 651550; in the data active means activity change below about -80%; inconclusive means mostly about -51% to -80%; further: on the % scale 0 is the no-effect control and ±100 the full control effect
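Neuro2A cells in DMEM with 0.5% FBS, overnight at 37 deg C, given compound at single 50 µM final, then IGF (6 nM final) for 20 min at 37 deg C. Lysed; phospho-Akt Ser473 by HTRF after 24 h, 665/615 ratio.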
Abeta rescue: compounds reversing amyloid beta toxicity in yeast; yeast expressing A-beta42, growth rescue, OD600, 48 h; response scale: 0% DMSO, 100% iron-clioquinol control; Potency, µM (highest dose often 46.1 µM), for inactives: at the top dose growth rescue, usual class: activators; 410,000 compounds, 0.063% hits; further: potency means the concentration at half of the fitted maximal effect; nearly all actives have a fitted effect of over 55% in size
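Yeast growth medium received pinned compounds, then yeast cells expressing toxic A-beta were added; plates incubated at 30 C for 48 hr. Growth read as absorbance at 600 nm, normalized to DMSO and equimolar FeCl3 plus clioquinol controls.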
PTHR1 agonist: agonists of human PTHR1 parathyroid hormone receptor | HEK293 GP2 PTHR1 cells, GloSensor cAMP luminescence, 1 h | Potency, µM (series often up to 115 µM), inactives show top-dose activation, most hits filed as activators | Q03431 | 410,000 compounds, 0.075% hits; further: potency means the concentration at half of the fitted maximal effect; nearly all actives have a fitted effect of over 55% in size; some results filed as inactive show a strong effect at the top dose; inactives centre near -15; many of its hits are not listed in these tables
Target sequence (Q03431 whole entry, looked up): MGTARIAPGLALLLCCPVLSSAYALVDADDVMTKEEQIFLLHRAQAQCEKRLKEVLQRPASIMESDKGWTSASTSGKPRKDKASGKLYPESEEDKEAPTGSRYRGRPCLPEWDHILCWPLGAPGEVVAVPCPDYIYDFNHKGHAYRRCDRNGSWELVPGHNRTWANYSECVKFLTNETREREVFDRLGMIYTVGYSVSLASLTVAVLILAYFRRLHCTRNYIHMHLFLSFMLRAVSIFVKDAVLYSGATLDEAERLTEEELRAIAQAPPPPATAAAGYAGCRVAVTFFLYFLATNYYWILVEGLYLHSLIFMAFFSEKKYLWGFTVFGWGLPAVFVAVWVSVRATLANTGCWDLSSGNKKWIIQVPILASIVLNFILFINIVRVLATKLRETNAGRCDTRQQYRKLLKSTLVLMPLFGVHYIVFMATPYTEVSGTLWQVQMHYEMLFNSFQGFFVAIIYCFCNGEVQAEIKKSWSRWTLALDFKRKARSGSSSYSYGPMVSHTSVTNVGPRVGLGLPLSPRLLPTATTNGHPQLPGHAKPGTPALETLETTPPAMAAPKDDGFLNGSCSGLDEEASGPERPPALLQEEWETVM
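HEK-293-derived GP2 cells expressing PTHR1 and a GloSensor cAMP reporter, 3,000/well, plated overnight, given luciferin plus IBMX (each 0.5 mM as added) for 1 h at 37 °C, then compound for 1 h at 37 °C. Luminescence was read after 15 min at room temperature.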
HEK293 tox: cytotoxicity counter-screen for GLP-1 receptor inverse agonists; HEK293 cAMP-luciferase reporter cells, luminescence, 24 h; Potency, µM (series often up to 38.3 µM), without a hit: top-dose activity change, negative = inhibition, most hits filed as inhibitors; 410,000 compounds, 0.13% hits; AID 624418;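 further: loss of luciferase light is scored as toxicity; potency means the concentration at half of the fitted maximal effect; on the % scale 0 is the no-effect control and ±100 the full control effect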
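Seeding density was 200 cells/uL; after overnight-length (12 h) culture, 23 nL compounds went on for 24 h at 37 °C. Readout used a luciferase detection reagent, luminescence taken after 12 min at room temperature.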
TDP-43 yeast inh: inhibitors of TDP-43 toxicity in yeast | TDP-43 expressing yeast growth rescue, BacTiter-Glo, 24 h | Potency, µM (doses to about 46.1 µM), for the others: at the highest dose growth rescue (activation), most hits filed as activators | 410,000 compounds, 1.8% hits; further: potency means the concentration at half of the fitted maximal effect; % of control where 0% means no effect; nearly all actives have a fitted effect of over 50% in size
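Readout is BacTiter-Glo luminescence of cell growth, so inhibitors register as activators. TDP-43-expressing yeast at OD600=0.02 in galactose medium, after raffinose pregrowth to mid-log, were incubated with compound for 24 hr at 30 deg C.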
aSyn yeast inh: alpha-synuclein toxicity inhibition in yeast | Yeast expressing alpha-synuclein, growth rescue, BacTiter-Glo, 24 h | 370,000 compounds, 0.14% hits | AID 652106 | Potency, µM (series often up to 46.1 µM), without a hit: at the top dose growth rescue (activation), most hits filed as activators; further: potency means the concentration at half of the fitted maximal effect; % of control where 0% means no effect; nearly all actives have a fitted effect of over 65% in size
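Readout is rescue of growth in alpha-synuclein-expressing yeast, so inhibitors of toxicity appear as activators. Growth after 24 hr at 30 deg C in galactose medium is quantified by luminescence.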
GLP1R inv ag: GLP-1 receptor (human) inverse agonism; P43220; HEK293 GLP-1R CRE-luciferase, luminescence, 24 h; GLP-1R form is constitutively active; Potency, µM (top dose mostly 38.3 µM), for the others: at the highest dose activity change, negative = inhibition, hits mostly inhibitors; 410,000 compounds, 1.6% hits; AID 624417; further: potency means the concentration at half of the fitted maximal effect; on the % scale 0 is the no-effect control and ±100 the full control effect; nearly all actives have a fitted effect of over 55% in size
Target sequence (P43220 whole entry, looked up): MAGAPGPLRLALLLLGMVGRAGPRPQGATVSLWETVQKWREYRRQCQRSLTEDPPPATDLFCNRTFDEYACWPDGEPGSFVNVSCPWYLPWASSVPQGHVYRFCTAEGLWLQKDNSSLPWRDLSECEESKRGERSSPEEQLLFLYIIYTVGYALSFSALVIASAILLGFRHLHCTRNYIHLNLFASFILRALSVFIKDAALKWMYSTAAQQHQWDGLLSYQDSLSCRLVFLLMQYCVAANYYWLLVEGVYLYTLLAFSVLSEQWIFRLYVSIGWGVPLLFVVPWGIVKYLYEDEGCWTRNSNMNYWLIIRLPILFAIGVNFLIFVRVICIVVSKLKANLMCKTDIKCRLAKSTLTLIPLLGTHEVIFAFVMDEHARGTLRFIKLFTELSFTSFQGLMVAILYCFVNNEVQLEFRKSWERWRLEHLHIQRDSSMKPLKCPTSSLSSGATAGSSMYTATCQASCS
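Luminescence readout: a drop in cAMP-driven luciferase signal flags inverse agonism at a constitutively active GLP-1R stably expressed in HEK293. Compound exposure lasted 24 hr at 37 deg C, 5% CO2.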
Mm-Cpn inhibitor: blocks the Methanococcus maripaludis chaperonin Mm-Cpn | purified Mm-Cpn ATPase, ADP Transcreener TR-FRET | Potency, µM (highest dose often 76.9 µM), inactives show at the highest dose activity, negative = inhibition, most hits filed as inhibitors | 330,000 compounds, 0.031% hits | AID 504842; further: potency means the concentration at half of the fitted maximal effect; on the % scale 0 is the no-effect control and ±100 the full control effect; nearly all actives have a fitted effect of over 80% in size
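ATP (10 uM final) was added to archaeal chaperonin (25 nM final) after 10 min exposure to test compound at 37°C; after 30 min further incubation, ADP was detected by competitive TR-FRET.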
FUS yeast rescue: FUS proteinopathy suppression in yeast; S. cerevisiae FUS-expressing, growth rescue, OD600, 24 h; Potency, µM (top dose mostly 76.6 µM), inactives show at the top dose growth rescue (activation), actives largely listed as activators; 390,000 compounds, 0.24% hits; AID 1347120;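 further: potency means the concentration at half of the fitted maximal effect; plate controls were DMSO vehicle for no effect and reference control for full effect; nearly all actives have a fitted effect of over 55% in size; some results filed as inactive show a strong effect at the top dose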
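Cultures pregrown in 2.5% raffinose medium are shifted to minimal medium containing 2% galactose to express toxic FUS. Compounds are tested at several concentrations. After 24hr at 30C, growth is quantified at 600 nm absorbance.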
Numbers without * were called inactive; i = inactive; ? = inconclusive; / = not tested or not shown; & = joins results of further samples; [ ] = remark or other dose. Unless noted, the call rests on the fitted dose curve; in most records, active means well fitted curve in the direction sought with a large enough effect; inconclusive means small, poorly fitted or top-dose-only effect, or another doubt; inactive means no such curve, though single readings can be large; an effect the other way counts as inactive or inconclusive.

SMILES	pAkt inh	Abeta rescue	PTHR1 agonist	HEK293 tox	TDP-43 yeast inh	aSyn yeast inh	GLP1R inv ag	Mm-Cpn inhibitor	FUS yeast rescue
Cc1ccc(OCC(=O)Nc2ccc3c(c2)OCO3)cc1C	i	-15.2%	-33.7%[inhibitor]	4.3%	25.8%	0.4%	-20.9%	0.7%	-25.5%
COc1ccc(CNC(=O)c2ccc(NC(=O)CC3SC(N4CCCC4)=NC3=O)cc2)cc1 (configuration not stated)	i	-8.7%	i	3.0%	-0.4%	-5.3%	0.6%	?	27.3%
O=C(NCC(c1ccco1)S(=O)(=O)c1cccs1)c1ccc(Cl)cc1 (configuration not stated)	/	4.1%	-26.8%	0.7%	6.2%	/	-15.7%	/	-2.5%
CCOC(=O)c1oc2ccc(S(=O)(=O)n3nc(-c4ccc(C)cc4)cc3N)cc2c1C	i	-0.8%&17.4%	-24.0%	0.4%&1.5%	11.0%&16.8%	2.9%	4.6%&0.5%	1.1%	-13.8%&-7.5%
O=C(O)CCSc1nc2ccccc2n1CCOc1ccccc1	i	8.8%	i	0.8%	-12.2%	-5.4%	-12.3%	-0.6%	11.8%
O=C(Cn1cnc2ccccc2c1=O)Nc1ccc2c(c1)CCC2	i	7.5%	i	6.7%	-19.1%	7.9%	17.1%	1.6%	5.4%
Cc1ccc2onc(CNC(=O)N3CCN(c4cc(Cl)ccc4C)CC3)c2c1	/	27.8%	-32.6%[inhibitor]	0.0%	?	/	?	/	36.2%
Cc1ccc(-c2noc(-c3ccc(N4CCCCC4C)c([N+](=O)[O-])c3)n2)cc1 (configuration not stated)	/	-18.6%	i	4.5%	5.2%	/	14.6%	/	-1.1%
Cc1nnc(NN)n(N)c1=O	i	15.4%	i	-3.4%	-8.3%	-4.7%	14.0%	-2.7%	5.3%
COc1cccc(NC(=O)Cc2ccccc2)c1	i	-3.7%	-56.7%[inhibitor]	1.0%	-4.0%	-4.8%	6.8%	0.7%	-25.5%
Fc1ccc(CNc2nc3c(-c4ccc(F)cc4)nnn3c3ccccc23)cc1	/	-7.5%	-26.3%	-11.2%	22.3%	/	1.2%	/	-25.5%
CC(C)CCNc1ncnc2c1nnn2Cc1ccccc1	i	9.9%	i	-8.2%	/	1.7%	-12.8%	-2.2%	3.2%
Fc1ccc(-c2ccc3c(c2)C2CC3CCN2Cc2ccc3c(c2)OCO3)cc1 (configuration not stated)	i	-1.1%	-39.1%[inhibitor]	13.2%	-0.2%	0.0%	?	/	10.9%
Cc1ccc(C)c(NC(=S)N2CCN(S(C)(=O)=O)CC2)c1	i	4.4%	-6.5%	1.2%	-1.0%	4.2%	20.5%	3.6%	4.9%
O=C(/C=C\Nc1ccccn1)c1ccccc1	i	-19.4%	-9.3%	2.8%	-0.4%	-2.9%	?	0.0%	13.6%
CCCCOc1ccc(/C(N)=N/O)cc1	i	1.8%	i	20.0%	-8.2%	1.9%	0.0%	-1.3%	1.2%
Clc1cccc(Cc2c(-c3cccc(Br)c3)nc3c4ccccc4ccn23)c1	i	-3.6%	-18.8%	0.4%	20.1%	-3.4%	10.9%	/	-8.0%
CC(C)C(c1nnnn1Cc1ccc2c(c1)OCO2)N1CCN(C)CC1 (configuration not stated)	i	9.8%	-22.3%	0.3%	10.1%	4.9%	-0.7%	-8.1%	-0.2%
CCNC(=O)NC1(C(=O)N2CCC(Cc3ccccc3)CC2)CCCCC1	i	-1.9%	-12.8%	8.2%	4.4%	0.7%	-4.6%	-2.1%	-18.2%
NC(=O)C1CCCCc2c1[nH]c1ccc(Cl)cc21 (configuration not stated)	i	25.2%	-8.6%	-2.4%	10.5%	4.6%	12.6µM*	1.6%	-12.6%
CSc1ccccc1NC(=O)CN(C)CC(=O)Nc1ccc(Cl)cc1[N+](=O)[O-]	i	-39.6%[inhibitor]	-1.0%	17.0%	?	11.4%	-25.9%	0.4%	23.8%
COc1ccnc(CN(C)C(=O)C2CCC(=O)N(Cc3cccc(C(F)(F)F)c3)C2)c1 (configuration not stated)	i	-1.0%	i	-6.6%	-19.3%	1.3%	8.1%	0.5%	8.7%
Cc1cc(C)nc(SCCC(=O)Nc2ccccc2Cl)n1	i	0.3%	i	1.5%	-5.0%[9.22 µM]	6.5%	26.2%	-1.1%	8.5%
CC(C)(C)c1ccc(OCC(=O)NNC(=O)Nc2ccccc2)cc1	i	3.9%	i	-18.5%	18.2%	-0.7%	-11.9%	-1.2%	-10.2%

Some entries already given, limited to Abeta rescue and Mm-Cpn inhibitor:
Compound | Abeta rescue | Mm-Cpn inhibitor
COc1ccc(CNC(=O)c2ccc(NC(=O)CC3SC(N4CCCC4)=NC3=O)cc2)cc1 (configuration not stated) | -8.7% | ?
CC(C)(C)c1ccc(OCC(=O)NNC(=O)Nc2ccccc2)cc1 | 3.9% | -1.2%

(more compounds)
SMILES	pAkt inh	Abeta rescue	PTHR1 agonist	HEK293 tox	TDP-43 yeast inh	aSyn yeast inh	GLP1R inv ag	Mm-Cpn inhibitor	FUS yeast rescue
O=C(NCCN1CCOCC1)/C(=C/c1ccco1)NC(=O)c1ccccc1	i	4.2%	i	9.4%	7.7%	-0.9%	-10.4%	-13.1%	/
COC(=O)c1ccc(/C=N/Nc2nc3ccccc3[nH]2)cc1	i	-12.7%	i	-9.1%	-11.3%	0.6%	56.4%[activator]	-1.8%	-4.7%
COc1ccc(N2CCN(C(=S)Nc3ccc(S(N)(=O)=O)cc3)CC2)cc1	i	-10.2%	i	9.0%	-11.0%	0.5%	-21.4%	-2.2%	11.2%
O=C(CCS(=O)(=O)c1cc(Br)cc2c1N(C(=O)C1CC1)CC2)N1CCN(c2ccccc2)CC1	/	-5.6%	-16.2%	7.9%	11.1%	/	12.6%	/	21.3%
Cc1nnc(NCC=Cc2ccccc2)s1	i	-4.1%	-16.5%	-1.9%	21.8%	4.1%	21.8%	/	9.3%
CCCc1nnc(NC(=O)CCC(=O)N2CCN(Cc3cc(Cl)ccc3OC)CC2)s1	i	-15.1%	-30.7%	-7.5%	-0.6%	0.2%	-5.0%	-12.3%	9.6%
CCOc1ccc(NC(=O)NNC(=O)C(C)Oc2ccccc2OC)cc1 (configuration not stated)	i	6.8%	-3.7%	1.1%	-8.6%	-1.4%	7.4%	0.0%	-0.2%
Cc1ccc(C(C#N)c2ccc3c(C(F)(F)F)cc(C(F)(F)F)nc3n2)cc1 (configuration not stated)	i	-18.1%	-22.2%	3.3%	-22.7%	-9.2%	0.0%	1.3%	/
COc1ccc(Cl)cc1NC(=O)CSc1nc2ccccc2c2nc(-c3ccccc3)nn12	/	-1.9%	i	-4.9%	21.2%	/	9.3%	/	-25.5%
CCOc1cc(NC(=S)Nc2ccccc2OC)c(OCC)cc1NC(=O)c1ccccc1C	i	24.3%	-28.2%	?	20.1%	-9.4%	0.0%	-1.0%	?
CC(=O)Nc1ccc(NC(=O)COc2ccccc2C(=O)Nc2cccc(Cl)c2Cl)cc1	i	4.3%	-2.9%	2.5%	7.7%	-1.5%	-7.8%	3.1%	1.3%
COc1ccc(C(C(=O)NC2CCCCC2)N(Cc2ccco2)C(=O)c2ccccn2)c(OC)c1 (configuration not stated)	i	1.4%	i	11.0%	19.9%	-3.1%	-15.2%	?	-0.1%
O=C(c1ccccc1NS(=O)(=O)c1ccccc1[N+](=O)[O-])N1CCOCC1	i	-5.2%	-39.9%[inhibitor]	0.6%	-5.4%	-5.2%	25.5%	0.1%	-7.8%
Cc1c(O)cnc2nn(-c3ccccc3)c(=N)n12	i	6.8%	-13.6%	3.3%	0.0%	-0.8%	51.6%[activator]	/	-14.9%
COc1ccc(-c2ccc(-c3noc(-c4cccc(OC)c4)n3)c(OC)n2)cc1	i	-9.0%	-21.0%[57.5 µM]	0.4%	-4.5%	1.8%	0.0%	-12.6%	-4.1%
Nc1nc(=S)n(-c2ccccc2)[nH]1	i	-10.8%	-18.8%	-5.4%	-12.5%	-4.5%	2.9%	0.2%	12.8%
O=C(O)CCc1cccnc1	i	5.5%	-15.2%	-3.5%	4.7%	-1.2%	-8.4%	1.8%	-33.0%
CCOc1ccccc1NC(=S)N1CCC(NC(=O)c2ccco2)CC1	i	-6.8%	-24.7%	12.4%	-2.0%	0.3%	50.5%[activator]	-1.4%	13.9%
Cc1ccnc(NS(=O)(=O)c2ccc(NC(=O)C3CCCNC3=O)cc2)n1 (configuration not stated)	i	5.2%	-3.6%[57.5 µM]	0.6%	-0.9%	-1.7%	22.3%	-2.0%	14.3%
CCOc1ccccc1CNC(=O)CCCc1cn(C)c2ccccc12	i	11.3%	-46.0%[inhibitor]	2.1%	21.2%	1.0%	?	-1.4%	30.1%
CCCCNC(=O)C(NC(=O)c1ccc2ccccc2c1)C(=O)c1ccccc1 (configuration not stated)	i	-12.0%	i	-11.5%	22.7%	-11.1%	17.5%	/	-6.3%
O=C(NCc1cccnc1)Nc1ccccc1F	i	25.0%	i	-11.3%	?	1.0%	5.0%	0.9%	15.5%
Cc1ccccc1Cn1c(NC2CCCC2)nc2c1c(=O)[nH]c(=O)n2C	i	13.6%	-12.5%	8.4%	12.0%	-8.8%	-0.8%	-2.4%	-16.5%
Cc1noc(-c2ccc(N3CCC(C)CC3)c([N+](=O)[O-])c2)n1	/	-17.1%	-41.8%	-2.0%	10.1%	/	3.0%	/	12.9%
Cc1cccc(N(C)S(=O)(=O)c2nnc(NC(=O)c3ccco3)s2)c1	/	-5.4%	-26.5%	-7.4%	5.7%	0.8%	-13.8%	2.0%	-17.7%

Screens from PubChem.

A portion of the library (hit frequency here may not be typical).
